aGlu spleen mod: lysosomal alpha-glucosidase (human) modulation; human spleen homogenate, 4-MU-alpha-glucoside fluorescence; P10253; 240,000 tested, 0.006% active; Potency, µM (titrated, usually from 79.9 µM), for inactives: at the highest dose activity change, negative = inhibition, actives largely listed as inhibitors;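 also: 0% = enzyme with vehicle and -100% = no enzyme basal signal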
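Human spleen homogenate (1 ug) with 4-methylumbelliferyl-alpha-D-glucopyranoside (1 mM final) in 50 mM citrate/phosphate pH 5.0, 0.01% Tween-20; 40 min at 37 C. Stopped at pH 10; 4-MU fluorescence Ex 365/Em 440 nm; AC50 by Hill fit.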
GAA inh: alpha-glucosidase (human) inhibition. purified human GAA, 4-MU-alpha-glucoside fluorescence. Potency, µM (doses to about 76.9 µM), for the others: top-dose activity change, negative = inhibition, most hits filed as inhibitors. 200,000 tested, 0.005% active;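 also: plate controls were uninhibited enzyme wells for no effect and no-enzyme background for full effect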
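AC50 values come from Hill fits of compound titrations (up to 77 uM) against 4 nM human enzyme. Substrate 4-methylumbelliferyl-alpha-D-pyranoside at 400 uM, pH 5.0 citrate buffer, 20 min room temperature; fluorescence Ex 365/Em 440 after alkaline stop.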
RGS12 GoLoco inh: blocks human Gai1 binding to RGS12 GoLoco peptide, red readout. P63096. Gai1:RGS12 GoLoco peptide FP, rhodamine, 10 min. Potency, µM (top dose mostly 61.6 µM), for inactives: at the top dose activity, negative = inhibition, most hits filed as inhibitors. 230,000 tested, 0.44% active. AID 880; active = well fitted inhibition curve with a large enough effect, not every such curve was filed as active; inactive = no such curve, though single readings can be large or run the other way; also: nearly all actives have a fitted effect of over 30% in size; many of its hits are not listed in these tables
Target sequence (P63096 whole entry, looked up): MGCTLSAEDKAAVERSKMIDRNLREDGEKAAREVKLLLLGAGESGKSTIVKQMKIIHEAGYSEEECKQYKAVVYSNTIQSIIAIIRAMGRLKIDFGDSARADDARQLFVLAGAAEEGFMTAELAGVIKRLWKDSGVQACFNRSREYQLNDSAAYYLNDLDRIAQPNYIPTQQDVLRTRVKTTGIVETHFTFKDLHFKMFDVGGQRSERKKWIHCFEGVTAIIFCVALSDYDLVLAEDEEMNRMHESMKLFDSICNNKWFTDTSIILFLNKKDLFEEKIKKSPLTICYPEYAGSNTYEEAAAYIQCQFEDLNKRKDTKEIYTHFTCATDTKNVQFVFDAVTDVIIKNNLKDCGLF
TexasRed fluor: counter-screen for TRb-SRC2 inhibitors: fluorescence interference; Potency, µM (doses to about 106 µM), for the others: at the highest dose fluorescence change, negative = quenching; 280,000 tested, 0.29% active; AID 1479; TRb/SRC2 Texas Red total fluorescence interference; active = well fitted curve in either direction with a large enough effect; inconclusive = small, poorly fitted or top-dose-only effect
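Flags fluorescent or light-absorbing compounds by total fluorescence, S + 2P, at 555 nm excitation and 632 nm emission. Mixture: 20 nM Texas Red SRC2 peptide, 0.6 uM human TRb LBD, 1 uM T3, 5% DMSO; compound exposure 5 h at ambient temperature.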
L3MBTL1 inh: blocks human L3MBTL1; Potency, µM (doses to about 57.1 µM), without a hit: at the highest dose activity, negative = inhibition, most hits filed as inhibitors; 230,000 tested, 0.66% active; AID 485360; AlphaScreen L3MBTL1–H3K9me1 peptide binding; Q9Y468; also: nearly all actives have a fitted effect of over 60% in size
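L3MBTL1 50 nM + b-AHA-H3(1-15)K9me1 75 nM, 30 min RT; compound added, 30 min RT; streptavidin donor/Ni-chelate acceptor beads 10 ug/mL each final, 30 min RT dark; AlphaScreen read.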
GAA glycogen mod: GAA glycogen-cleavage inhibition or activation. P10253. recombinant GAA, glycogen substrate, Amplex Red glucose oxidase fluorescence. Potency, µM (highest dose often 76.4 µM), for the others: top-dose activity change, negative = inhibition, actives largely listed as inhibitors. 300,000 tested, 0.38% active;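 also: 0% = full enzyme reaction and -100% = no-enzyme basal signal; the screen sought inhibitors and activators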
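qHTS, 1536-well; enzyme 4 nM final; cpd up to 77 uM; substrate bovine liver glycogen 30 ug; 50 mM citrate/phosphate pH 5.0, 0.01% Tween-20; 37 C, 40 min; Amplex Red detection 45 min RT; Hill fit → AC50.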
RECQ1 helicase: RECQ1 (human) helicase inhibition. P46063. RECQ1 DNA unwinding, red fluorescence kinetic read. Potency, µM (highest dose often 57.3 µM), without a hit: at the top dose activity, negative = inhibition, hits mostly inhibitors. 240,000 tested, 0.54% active. AID 2549;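 also: plate controls were vehicle for no effect and no enzyme for full effect; nearly all actives have a fitted effect of over 30% in size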
Target sequence (P46063 whole entry, looked up): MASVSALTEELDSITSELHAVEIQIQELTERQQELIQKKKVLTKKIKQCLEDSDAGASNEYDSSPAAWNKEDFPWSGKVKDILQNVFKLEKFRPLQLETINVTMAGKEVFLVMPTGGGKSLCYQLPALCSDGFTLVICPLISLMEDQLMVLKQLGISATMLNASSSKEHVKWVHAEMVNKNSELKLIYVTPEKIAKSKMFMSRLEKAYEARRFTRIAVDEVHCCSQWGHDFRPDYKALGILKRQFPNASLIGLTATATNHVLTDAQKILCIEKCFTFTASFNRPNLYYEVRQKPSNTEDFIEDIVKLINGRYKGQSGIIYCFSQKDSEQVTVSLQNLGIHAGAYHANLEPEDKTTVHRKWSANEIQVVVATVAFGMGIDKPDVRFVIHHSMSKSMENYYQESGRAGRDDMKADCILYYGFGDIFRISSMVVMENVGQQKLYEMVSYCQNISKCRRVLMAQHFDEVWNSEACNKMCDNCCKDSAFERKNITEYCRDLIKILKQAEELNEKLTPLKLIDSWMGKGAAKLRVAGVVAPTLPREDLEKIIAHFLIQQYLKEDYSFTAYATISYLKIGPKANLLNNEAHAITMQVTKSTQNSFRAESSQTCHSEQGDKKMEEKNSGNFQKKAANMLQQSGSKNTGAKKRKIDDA
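50 nM RECQ1T1 preincubated 15 min with compound in Tris pH 8.0 buffer with MgCl2, DTT, Tween-20 and 2.5 ug/ml poly(dI-dC); started with 200 nM TAMRA/BHQ-2 forked duplex and 2 mM ATP. Unwinding read as fluorescence (525/598 nm), two reads 2 h apart.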
TRb SRC2 PPI: inhibitors of human thyroid hormone receptor beta-SRC2 interaction; P10828; TRbeta-SRC2 peptide binding, fluorescence polarization; receptor liganded with 1 µM T3; Potency, µM (series often up to 106 µM), inactives show at the highest dose activity change, negative = inhibition, actives largely listed as inhibitors; 280,000 tested, 0.065% active; AID 1469;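 also: plate controls were bound peptide for no effect and peptide without receptor for full effect; nearly all actives have a fitted effect of over 50% in size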
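Fluorescence polarization of 20 nM Texas Red SRC2 peptide with 0.6 uM human TRb ligand-binding domain, in Tris buffer with 1uM T3 and 5% DMSO. Incubated 5 hr ambient; normalized to unbound and bound controls.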
* hit, by the source's call; i = inactive; u = inconclusive; x = no result given; & = joins results of further samples; [ ] = dose if it differs, or a comment. Unless noted, calls follow the shape of the dose curve; as a rule, active = well fitted curve in the direction sought with a large enough effect; inconclusive = small, poorly fitted or top-dose-only effect, or another doubt; inactive = no such curve, though single readings can be large; an effect the other way counts as inactive or inconclusive. Unless noted, % is scaled to controls: 0 for no effect and ±100 for the full control effect; potency is read from the fitted curve at half-maximal effect. A portion of the library (hit frequency here may not be typical).

SMILES | aGlu spleen mod | GAA inh | RGS12 GoLoco inh | TexasRed fluor | L3MBTL1 inh | GAA glycogen mod | RECQ1 helicase | TRb SRC2 PPI
COc1ccc(C(=O)NC(=S)Nc2ccc(Cl)c(C(=O)O)c2)cc1 | -3% | 5% | 2% | -4% | x | -5% | i | -9%
CCOc1ccccc1C(=O)NCc1ccco1 | -1% | -1% | 6% | 0% | -25% | 7% | -12% | -2%
CCOc1cc2[nH]c(=O)n(Cc3ccc(C(=O)NCCCN4CCCC4=O)cc3)c(=O)c2cc1OCC | -8% | -1% | -4% | 0% | x | 3% | -1% | 8%
CC1(OC(=O)c2cccs2)C(=O)C=C2C=C(C3CC3)OC=C2C1=O (centres undefined) | 3%&2% | x | 1%&2% | 2%&-2% | x | x | 1% | 2%&4%
COC(=O)c1c(NC(=O)c2ccccc2)sc(Cc2ccccc2)c1C | -5% | -10% | 3% | -2% | 2% | -4% | -2% | -9%
CC(C)C1=CC2=CC[C@H]3[C@](C)(C(=O)O)CCC[C@]3(C)C2CC1 (some centres undefined) | -7% | x | -5% | -1% | x | x | -1% | -2%
CC1(C)Cc2nc3sc4c(SCC(=O)O)ncnc4c3cc2CO1 | -13% | x | 12% | 0% | 2% | -1% | -3% | -5%
CCOC(=O)Cc1csc(SCC(=O)NC2CCCCC2)n1 | -1% | 4% | -3% | 0% | 4% | 3% | -1% | -8%
O=C(N/N=C/c1cccc(OCc2ccccc2)c1)c1cccs1 | -7% | -3% | 12% | -6% | -5% | -2% | -13% | -1%
Cc1ccc(NC(=O)COC(=O)/C=C/c2cccc(Cl)c2)cc1S(=O)(=O)N1CCOCC1 | -6% | -4% | x | 1% | 0% | 8% | -3% | -3%
CCCCn1nc(C(=O)N2CCc3ccccc32)c2ccccc2c1=O | -7% | -7% | 2% | -1% | 13%[11.4 µM] | -8% | 11% | 11%
N#Cc1c(N)nc(N2CCCC2)c(C#N)c1-c1ccc(Cl)cc1 | -27% | 1% | 7% | -1% | -26%[11.4 µM] | 3% | 2% | -12%
Cc1cc(-c2c(C)[nH]n(-c3ccc(Cl)cc3)c2=O)n(-c2ccc(Cl)cc2)n1 | -9% | -8% | -5% | -2% | -7% | u | 8% | -1%
CCOC(=O)c1cn2nc(Oc3ccc(NC(C)=O)cc3)ccc2n1 | -14% | x | 10% | -3% | 0% | 0% | i | -10%
COCCCNc1nnc(Cc2ccccc2)c2ccccc12 | -2% | -1% | 11% | -1% | x | -5% | -2% | 6%
Clc1ccccc1Cc1noc(CN2CCN(Cc3ccccn3)CC2)n1 | 0% | 10% | 16% | -1% | -14% | 10% | 12% | 2%
O=S(=O)(CCc1nnc(-c2ccc(Br)cc2)o1)c1ccc(Cl)cc1 | -2% | 2% | -4% | -1% | x | 0% | 5% | 0%
CCOc1ccc(S(=O)(=O)c2c(C(=O)c3ccccc3)cnc3cc4c(cc23)OCCO4)cc1 | -1% | 10% | x | 0% | -7% | 8% | -10% | -4%
NS(=O)(=O)c1cccc(NC(=O)COc2ccc([N+](=O)[O-])cc2)c1 | -3% | 2% | -7% | -11% | x | -2% | -20% | -1%
Cc1ccc(C(=O)Nc2ccc(N3CCCC3)cc2)c(C)c1 | 7% | x | 25% | -8% | -19% | -2% | i | -6%
Oc1ccc(/C=N/NC(=S)NC2CC3CCC2C3)cc1 (centres undefined) | -10% | -2% | 3% | -3% | -22% | u | -9% | -1%
O=C(Nc1nnc(C2=COCCO2)o1)c1ccc(S(=O)(=O)N2CCOCC2)cc1 | -7% | -4% | -2% | 0% | x | -7% | 4% | 5%
O=C(Nc1ccc(F)cc1)C(c1ccccc1)N1CCN(C(=O)c2ccco2)CC1 (centres undefined) | -13% | -6% | -14% | 2% | x | 3% | 0% | 4%
O=C(Nc1cccnc1)c1ccc(S(=O)(=O)N2CCCCCC2)cc1 | -3% | 6% | -2% | 2% | x | 8% | i | 5%
CN(Cc1cnc2nc(N)nc(N)c2n1)c1ccc(C(=O)NC(CCC(=O)O)C(=O)O)cc1 (centres undefined) | -11% | x | -2% | -2% | x | x | 13% | 3%

Overlap with the part before: four compounds, followed by the next part.
SMILES | aGlu spleen mod | GAA inh | RGS12 GoLoco inh | TexasRed fluor | L3MBTL1 inh | GAA glycogen mod | RECQ1 helicase | TRb SRC2 PPI
O=C(Nc1nnc(C2=COCCO2)o1)c1ccc(S(=O)(=O)N2CCOCC2)cc1 | -7% | -4% | -2% | 0% | x | -7% | 4% | 5%
O=C(Nc1ccc(F)cc1)C(c1ccccc1)N1CCN(C(=O)c2ccco2)CC1 (centres undefined) | -13% | -6% | -14% | 2% | x | 3% | 0% | 4%
O=C(Nc1cccnc1)c1ccc(S(=O)(=O)N2CCCCCC2)cc1 | -3% | 6% | -2% | 2% | x | 8% | i | 5%
CN(Cc1cnc2nc(N)nc(N)c2n1)c1ccc(C(=O)NC(CCC(=O)O)C(=O)O)cc1 (centres undefined) | -11% | x | -2% | -2% | x | x | 13% | 3%
Cc1ccc(C(=O)NC2CCN(C(=O)NC3CCCCC3)CC2)cc1 | 7% | 2% | 1% | 0% | -1% | 3% | 3% | -8%
Clc1ccc(-c2ncc3ccccn23)cc1 | 0% | 9% | 14% | 2%[53 µM] | -17% | 0% | -8% | -4%[53 µM]
O=C(Cc1ccc([N+](=O)[O-])cc1)N1N=C(C2CC2)CC1(O)C(F)(F)F (centres undefined) | -2% | 5% | 2% | -3% | x | -3% | 0% | 11%
N[C@H](C(=O)N[C@@H]1C(=O)N2C(C(=O)O)=C(Cl)CS[C@@H]12)c1ccccc1 | -5%&4%[29.1 µM] | x | 2%&0%[21.6 µM] | -13%&-4%[53 µM] | x | x | 0%[25.9 µM] | 5%&2%[53 µM]
COc1ccccc1-c1nnc(SCC(=O)Nc2ccc(S(N)(=O)=O)cc2)n1N | -5% | x | 0% | 1% | x | 4% | -4% | -3%
Cc1ccc(NC(=O)CCn2c(=O)oc3ccccc32)c(C)c1 | 1% | 5% | -11% | 0% | 7% | 9% | -17% | -9%
CCOC(=O)N1CCN(C(=O)CSc2nnc(Cc3ccccc3)o2)CC1 | -12% | 3% | -11% | -4% | 1% | -4% | -15% | -4%
Cc1cc(C)c(C)c(C(=O)COC(=O)CNC(=O)CN2C(=O)c3ccccc3C2=O)c1C | -4% | -1% | -1% | 1% | 19% | 10% | 0% | 5%
CCCCC1(CO)C(=O)N(c2ccccc2)N(c2ccccc2)C1=O | 4% | x | -22% | -1% | x | -6% | 26% | 1%
O=C(Nc1cccc2ncccc12)c1ccc(Br)c([N+](=O)[O-])c1 | 5% | -1% | -6% | -1% | x | 7% | -17% | 0%
N=c1c2c3c(sc2ncn1Cc1ccco1)CCCCC3 | 0% | 6% | 0% | -7% | 0% | -14% | -9% | -7%
Cc1cccc(C)c1NC(=O)CSc1nnc([C@H](C)NC(=O)OC(C)(C)C)o1 | -3% | 2% | 5% | -1% | -2% | -1% | i | -7%
CC(C)(C)NC(=O)c1ccc2c3c(cccc13)CC2 | -12% | -2% | 3% | 1% | 3% | -12% | -12% | -1%
CCOC(=O)N1CCN(C(=O)CSc2ccc3nnc(-c4ccncc4)n3n2)CC1 | 2% | 0% | 0% | -3% | x | 1% | 5% | -1%
COc1ccc(CC(=O)N(C)C2CCCCC2)cc1S(=O)(=O)N1CCOCC1 | -2% | 0% | -7% | -1% | 9% | 25% | 2% | -13%
CC(=O)N1Cc2cc([N+](=O)[O-])ccc2Oc2ccccc21 | 0% | -8% | 6% | 1% | x | 3% | i | -2%
O=C(Nc1ccc(S(=O)(=O)NCC2CCCO2)cc1)c1ccccc1 (centres undefined) | -6% | -6% | 6% | -5% | 0% | 5% | -5% | -4%
Cc1cccc(Nc2nc(N)c([N+](=O)[O-])c(NCCO)n2)c1 | -3% | 2%[15.4 µM] | -1% | -3% | 6% | 3% | -6% | -1%
O=C(OCC(=O)N1CCc2ccccc21)c1c2c(nc3ccccc13)CCCCC2 | -3% | -11% | 4% | 2% | -3% | 5% | -4% | -3%
COc1ccc(Oc2ccc3c(C(F)(F)F)cc(C(F)(F)F)nc3n2)cc1 | -2% | -13% | 2% | 2% | 1% | -1% | -18% | 2%
COc1ccc(C(=O)NC(=S)Nc2ccc(N3CCCC3)cc2)cc1OC | -3% | -4% | 0% | -70% | -16% | -14% | -8% | -15%
Cn1c(N)c(S(=O)(=O)c2ccc(Br)cc2)c2nc3ccccc3nc21 | 29% | u | 16% | 0% | 19% | -2% | i | 3%
O=C(NCC1CCCO1)C1CCN(C2CCN(C(=O)C3CCCCC3)CC2)CC1 (centres undefined) | -10% | 0% | 20% | -6% | 0% | 8% | -1% | -1%
CCn1nc(C)c(Br)c1-c1nc(CS(=O)(=O)c2ccc(F)cc2)no1 | -3% | -3%[15.4 µM] | -1% | -4% | 10% | -2% | -11% | -4%
Cn1c(=O)c2c(nc(SCc3cccnc3)n2Cc2ccc(F)cc2)n(C)c1=O | 4% | -3% | -14% | 1% | -5% | 5% | -5% | 9%
SMILES | aGlu spleen mod | GAA inh | RGS12 GoLoco inh | TexasRed fluor | L3MBTL1 inh | GAA glycogen mod | RECQ1 helicase | TRb SRC2 PPI
COc1cc(C(O)CO)ccc1O (centres undefined) | 1% | x | 5% | -13% | -5% | x | i | 1%
O=C(CSc1nc2ccccc2o1)NC1CCCC1 | 12% | -1% | 4% | -2% | x | 7% | -3% | 4%
Cc1ccc(SCC(=O)NC2CCS(=O)(=O)C2)cc1 (centres undefined) | -1% | 8% | 0% | 2% | 3% | 6% | i | -11%
CN(C(=S)Nc1ccc(Oc2ccccc2)cc1)C1CCCCC1 | 4% | 1% | 8% | 0% | -11% | -10% | -4% | -12%
CN(C)CC#CCOC(c1ccccc1)c1ccccc1 | -4% | 1% | -5% | 0% | -22% | -1% | -3% | -1%
Brc1cccc(-c2n[nH]c(-c3ccccc3)n2)c1 | -7% | 9% | -13% | 3% | x | u | -3% | -26%
